Bioassay records deposited in PubChem BioAssay by Broad Institute.
EWS-Fli inh: EWS/Fli transcriptional activity inhibition; A673 NR0B1-luciferase reporter, viability-normalised; inhibition, % at 12.6 µM; hit rate 0.67% among 350,000; AID 651661;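 active = mean inhibition of at least 50% after viability correction, with every replicate also passing that limit; inconclusive = mean reaches 50% but only one of two replicates passes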;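 also: firefly luciferase signal divided by Alamar Blue viability fluorescence both relative to DMSO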
LGR2 inh: Drosophila LGR2 receptor signaling inhibition | AID 720647 | hit rate 0.35% among 380,000 | inhibition, % at 9.99 µM | HEK293 LGR2, CRE-luciferase, bursicon-stimulated, 4 h;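 active = drop in luminescence signal, shown as inhibition above about 50% in the replicate tests, limit read from the data, passing the limit was not always enough; inconclusive = probably only some replicates passing the limit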;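 also: agonist challenge used bursicon conditioned medium at about half maximal strength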
S100A4 MyoIIA: blocks human S100A4 binding to myosin IIA peptide. P26447. hit rate 0.14% among 360,000. AID 652163. S100A4/TAMRA-MyoIIA peptide fluorescence polarization. inhibition, % at 10.7 µM;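 active = mean inhibition of at least 70% across replicates, with every replicate also reaching that level; inconclusive = mean inhibition reaches 70% but some replicates fall short; inactive = mean inhibition below 70%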
Target sequence (P26447 whole entry, looked up): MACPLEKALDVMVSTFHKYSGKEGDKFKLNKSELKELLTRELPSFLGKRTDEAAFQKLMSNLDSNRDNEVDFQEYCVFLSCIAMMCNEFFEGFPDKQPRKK
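Material: S100A4 monomer protein / Buffer or medium: 50 mM HEPES pH 7.2, 10 mM CaCl2, 100 mM KCl / Times: 5 min incubation before reading / Benchmarks: neutral control DMSO, positive control TFP / Reagent: labelled myosin peptide probe, 5 nM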
PglD DTNB: blocks C. jejuni PglD acetyltransferase activity. purified PglD enzyme, DTNB colorimetric CoA detection. inhibition, % at 12.5 µM. hit rate 0.098% among 360,000. AID 602405; in the data active = inhibition above about 16%, passing the limit was not always enough; inconclusive = no clear call, values can overlap the other calls; also: strong numbers were not always called active
PGC1a acetyl inh: lowers PGC1a acetylation signal in U2OS cells | AID 651687 | AlphaScreen anti-acetyl-lysine; with virally co-expressed GCN5 acetyltransferase | hit rate 0.17% among 350,000 | inhibition, % at 15.6 µM;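 active = every replicate shows inhibition of at least 40%; inconclusive = mean inhibition at least 40% but some replicate below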;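 also: 0% = neutral control wells and 100% = positive control wells; some results beyond the cut were filed as inactive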
ERAP1 inh: inhibitors of human ERAP1 aminopeptidase. recombinant ERAP1, Leu-AMC fluorescence, 60 min. inhibition, % at 10.7 µM. hit rate 0.15% among 340,000. AID 652197;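 active = mean replicate inhibition of at least 30%, or all replicates individually reaching that 30% level; inactive = mean below 30% and not every replicate reaching it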;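 also: 0% = neutral control wells and 100% = L-leucinethiol positive control wells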
Target sequence (Q9NZ08 whole entry, looked up): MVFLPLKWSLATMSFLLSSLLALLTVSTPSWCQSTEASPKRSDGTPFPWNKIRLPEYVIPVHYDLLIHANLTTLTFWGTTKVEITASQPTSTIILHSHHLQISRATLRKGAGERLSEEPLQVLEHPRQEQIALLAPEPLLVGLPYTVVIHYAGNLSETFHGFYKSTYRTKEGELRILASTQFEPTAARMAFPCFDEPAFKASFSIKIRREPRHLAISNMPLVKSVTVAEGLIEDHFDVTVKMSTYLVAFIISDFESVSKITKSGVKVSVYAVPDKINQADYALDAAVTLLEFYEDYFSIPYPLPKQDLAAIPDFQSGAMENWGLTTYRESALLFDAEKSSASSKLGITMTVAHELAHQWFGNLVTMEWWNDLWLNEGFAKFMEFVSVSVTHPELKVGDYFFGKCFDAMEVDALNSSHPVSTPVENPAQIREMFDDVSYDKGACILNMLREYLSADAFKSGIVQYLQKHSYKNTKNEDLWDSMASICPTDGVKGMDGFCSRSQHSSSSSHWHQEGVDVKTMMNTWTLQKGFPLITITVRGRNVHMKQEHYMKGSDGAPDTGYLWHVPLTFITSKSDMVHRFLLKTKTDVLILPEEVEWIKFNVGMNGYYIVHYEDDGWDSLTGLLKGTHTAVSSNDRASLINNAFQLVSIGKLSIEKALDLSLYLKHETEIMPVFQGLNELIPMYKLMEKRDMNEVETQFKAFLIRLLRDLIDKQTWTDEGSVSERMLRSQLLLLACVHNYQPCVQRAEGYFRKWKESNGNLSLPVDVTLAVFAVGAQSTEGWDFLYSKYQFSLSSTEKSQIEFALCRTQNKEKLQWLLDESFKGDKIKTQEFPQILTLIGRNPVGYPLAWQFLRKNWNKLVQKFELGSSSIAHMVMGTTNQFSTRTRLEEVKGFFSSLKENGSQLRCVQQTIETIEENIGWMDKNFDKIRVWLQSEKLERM
FN deposit inh: fibronectin deposition inhibition; AH1F fibroblasts, Alexa488-fibronectin deposition fluorescence, overnight; inhibition, % at 12.6 µM; hit rate 0.086% among 350,000;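 active = mean inhibition across replicates of 30% or more, regardless of how many single replicates reach that level; inconclusive = mean under 30% yet at least half of replicates reach 30%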;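 also: positive control wells lacked labelled fibronectin entirely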
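Material: AH1F fibroblast monolayer depositing Alexa488-labelled fibronectin into matrix / Amount: 10000 AH1F cells per well / Signal: fluorescence 485/525 nm / Medium: DMEM, 2% serum / Compound: single dose, pinned / Incubation: 1 h cell adhesion before compound, then overnight fibronectin incubation / Reagent: Alexa488-FN, 24 nM final / Read-out: inhibition of fibronectin deposition signal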
PAX8 inh HTS: inhibitors of PAX8 transcriptional activity in RMG-I cells | RMG-I TPO-luciferase reporter, SteadyGlo, 24 h | inhibition, % at 12.6 µM | hit rate 1.2% among 360,000 | AID 652154;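 active = mean replicate inhibition at least 60% with every replicate also reaching 60%; inconclusive = only one of the two criteria is met; inactive = mean below 60% and not all replicates reaching 60%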;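 also: luciferase light reporting Pax8 driven TPO promoter activity; plate controls were median of neutral control wells for no effect and mitoxantrone controls for full effect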
* = called active by the depositor; ? = inconclusive; . = no result given; & = joins results of further samples.

SMILES	EWS-Fli inh	LGR2 inh	S100A4 MyoIIA	PglD DTNB	PGC1a acetyl inh	ERAP1 inh	FN deposit inh	PAX8 inh HTS
Cc1ccc(Cn2c(SCCN3CCCCC3)nc3c2c(=O)[nH]c(=O)n3C)cc1	6	-15	-2	-4	.	6	-4	.
COc1ccc(CN2C(=O)CSCC2(C)C(=O)Nc2c(C)cccc2C)cc1 (stereo not given)	-6	10	0	.	.	2	9	5
Nc1ccc(N2CCOCC2)c(Cl)c1	.	.	.	0	13	.	-1	4
O=C(COc1ccc(S(=O)(=O)N2CCCC2)cc1)NCc1cccnc1	1	-6	-1	-1	.	-6	9	-21
CCCCn1c(N)c(N(CC(C)C)C(=O)c2cccc(S(=O)(=O)N(CC)c3ccccc3)c2)c(=O)[nH]c1=O	-3	-6	-3	-5	10	4	-1	5
C=CCn1c(CNC(=O)c2ccccc2F)nnc1SCC(=O)N1CCOCC1	0	-11	-9	-1	.	1	9	1
CN1C(=O)c2cc(NC(=O)c3ccc(F)cc3)ccc2OC[C@@H]2O[C@H](CC(=O)NCC3CC3)CC[C@@H]21	-2	-2	-4	-2	1	-2	-34	11
CSc1ccc(S(=O)(=O)NCC(=O)OCC(=O)NCC2CCCO2)cc1[N+](=O)[O-] (stereo not given)	-9	3	0	0	5	2	-13	-10
COc1cccc(C#Cc2ccc3c(c2)O[C@@H](CN(C)C(=O)c2ccccn2)[C@H](C)CN([C@@H](C)CO)S3(=O)=O)c1	22	-3	3	2	16	-2	.	73*
CCNC(=S)NNC(=O)Cn1c(=O)c2c(ncn2CCOC)n(Cc2ccccc2)c1=O	1	8	2	3	.	-1	-4	-3
COc1ccc(NC(=O)N2CCCCN3[C@@H](CO)[C@H](c4ccc(C#Cc5ccccc5)cc4)[C@@H]3C2)cc1	8	.	-5	2	-8	3	.	70*
O=P(Cc1cccc2ccccc12)(c1ccccc1)c1ccccc1	-6	0	0	2	4	-6	.	-5
CCCc1nnc(SCC(=O)Nc2ccc3c(c2)OCCO3)n1CCOC	2	8	4	-7	.	-1	3	0
Cc1cccc(-c2ccc(C3[C@H]4CNC[C@@H]3N4C(=O)Nc3ccc(F)cc3)cc2)c1 (stereo not given in full)	-6	5&-9	2	.	0	0	-11&-5	1
CNc1cncc(-c2ccc(NS(C)(=O)=O)cc2)n1	?	7	-6	1	.	-45	16	-3
C[C@H]1CN([C@@H](C)CO)C(=O)Cc2cc(NC(=O)Nc3ccc(C(F)(F)F)cc3)ccc2O[C@H]1CN(C)Cc1ccc2c(c1)OCO2	1	2	44	-2	-3	-2	.	1
COc1ccccc1CNCC(=O)Nc1ccccc1-n1cccc1	11	-17	-6	.	.	-1	10	24
C[C@@H]1CN([C@@H](C)CO)S(=O)(=O)c2ccc(-c3ccncc3)cc2O[C@H]1CN(C)S(C)(=O)=O	-3	-7	-2	8	18	-6	4	.
O=C(Nc1csc([N+](=O)[O-])c1)Nc1ccccc1Cl	-18	-17	4	.	.	-4	9	-15
O=C(Nc1nccs1)c1ncc(Cl)c(Cl)c1Cl	8	-7	-2	-1	.	2	5	-12
CCOC(=O)c1ccccc1NC(=O)COC(=O)CSC(C)C(=O)Nc1cc(C)on1 (stereo not given)	2	-9	-1	8	.	6	3	-6
C[C@H]1CN([C@@H](C)CO)S(=O)(=O)c2ccc(-c3cccc(C#N)c3)cc2O[C@H]1CN(C)C	4	1	1	-4	-7	-1	3	-11
COc1ccc(NC(=O)NC2CCCc3ccccc32)cc1OC (stereo not given)	8	-9	-2	-1	.	3	1	27
CC(C)c1cn(CC[C@H]2CC[C@@H](NS(=O)(=O)c3ccc(F)cc3)[C@H](CO)O2)nn1	7	-8	-15	1	6	0	0	8
CC(=O)c1c(C)nc2ccc(Cl)cn12	.	.	.	6	-5	.	8	-2

(next part)
SMILES	EWS-Fli inh	LGR2 inh	S100A4 MyoIIA	PglD DTNB	PGC1a acetyl inh	ERAP1 inh	FN deposit inh	PAX8 inh HTS
Cc1cc(CSc2ccccc2)ccc1NC(=O)c1ccc(C)c([N+](=O)[O-])c1	17	.	2	.	4	-4	1	11
CN1CCN(NC(=O)c2ccc(Cl)s2)CC1	6	.	17	-1	9	-3	2	-4
CC(C)NC(=O)N(C)C[C@@H]1OCc2cnnn2CCCC(=O)N([C@@H](C)CO)C[C@H]1C	-2&2	-11&-6	48&-1	3&5	-2&-3	-3&-1	6&-6	-12&2
O=C(COc1ccc(S(=O)(=O)N2CCOCC2)cc1)NC1CCCCC1	6	-4	-6	1	0	0	-4	9
CC(C)c1nnc2n1N=C(c1ccc(Cl)cc1)CS2	2	.	-4	1	18	-2	-3	-29
COc1ccccc1NC(=O)CSc1nnc(Cc2cccs2)n1C	-4	-14	11	.	.	2	-3	.
CCNC(=S)NNC(=O)c1csc(CC)c1	.	.	.	3	9	.	-19	-64
COc1ccccc1C(=O)NC(=S)Nc1cccc2cc(O)ccc12	.	5	1	-9	-22	-4	.	-23
CC(C)C[C@H](NC(=O)c1[nH]cnc1C(=O)N[C@@H](C)C(=O)OC(C)(C)C)C(=O)OCc1ccccc1	-3	14	.	-3	.	.	-3	-5
CCc1ccccc1NC(=O)CN(C)C(=O)COC(=O)c1cccnc1Cl	3	-10	-1	5	-1	-3	1	-6
CCOc1cc(NC(=O)CCl)c(OCC)cc1NC(C)=O	15	-11	-5	5	25	6	-1	33
O=C(NC1CCCCNC1=O)c1ccccc1 (stereo not given)	-2	-12	2	4	-1	5	-6	-9
O=C(O)CSCc1cnn(-c2ccccc2)c1-n1cccc1	.	7	.	-2	4	.	11	.
CCOC(=O)c1c(O)c2ccccc2n(C)c1=O	-1	-3	0	3	2	-1	-3	18
CCN(CC)CCC(C)OC(c1ccccc1)c1ccccc1 (stereo not given)	-5	-9	-2	2	.	-1	-2	3
CC(C)C1Oc2ccccc2N(CC(=O)N2CCOCC2)C1=O (stereo not given)	11	-7	-12	-1	.	1	2	0
O=C(NCCN1CCOCC1)C1CCCN(S(=O)(=O)c2ccc(F)cc2)C1 (stereo not given)	.	10	2	0	.	-2	.	-1
COc1ccc(CSC2=NCCN2)cc1Br	14	12	4	-5	3	9	-5	-4
Cc1ccc2nc(C(C)(C)C)c(Cc3ccsc3)n2c1	-13	-16	-21	-1	1	0	-10	-1
CCCCCn1c(=O)c(C(=O)OCC)c(Cl)c2ccccc21	17	5	-1	6	8	6	0	11
CC(=O)NC[C@@H]1[C@@H](c2ccc(-c3ccccc3)cc2)[C@@H](CO)N1C(=O)C1CCC1	-8	-25	-11	1	1	1	.	11
C[C@@H]1CN([C@H](C)CO)C(=O)c2cc(C#Cc3ccccn3)cnc2O[C@H]1CN(C)C(=O)c1ccccn1	6	7	-1	7	4	2	.	.
COc1cccc(C(=O)NCCC2=CCCCC2)c1	.	.	.	-3	-9	.	0	-106
Cn1nc(C(F)(F)F)c(C(=O)Nc2ccc(F)cc2F)c1Sc1ccc(C(F)(F)F)cc1	-6	-9	-6	-3	-13	1	.	.
Cc1noc(C)c1NC(=O)Nc1cccc2c1O[C@H](CN(C)S(C)(=O)=O)[C@@H](C)CN([C@@H](C)CO)C2=O	-17	-8	7	0	0	-2	.	.

The final 4 entries of the part above open the next one:
SMILES	EWS-Fli inh	LGR2 inh	S100A4 MyoIIA	PglD DTNB	PGC1a acetyl inh	ERAP1 inh	FN deposit inh	PAX8 inh HTS
C[C@@H]1CN([C@H](C)CO)C(=O)c2cc(C#Cc3ccccn3)cnc2O[C@H]1CN(C)C(=O)c1ccccn1	6	7	-1	7	4	2	.	.
COc1cccc(C(=O)NCCC2=CCCCC2)c1	.	.	.	-3	-9	.	0	-106
Cn1nc(C(F)(F)F)c(C(=O)Nc2ccc(F)cc2F)c1Sc1ccc(C(F)(F)F)cc1	-6	-9	-6	-3	-13	1	.	.
Cc1noc(C)c1NC(=O)Nc1cccc2c1O[C@H](CN(C)S(C)(=O)=O)[C@@H](C)CN([C@@H](C)CO)C2=O	-17	-8	7	0	0	-2	.	.
COCC#Cc1ccc([C@H]2[C@H](CO)N3CCCCN(C(=O)COC)C[C@@H]23)cc1	-11	2	8	-1	1	-5	.	-4
Cc1cc(C)c(C#N)c(SCC(=O)Nc2c(C)n(C)n(-c3ccccc3)c2=O)n1	1	3	-5	-6	11	-5	-1	12
C[C@H](CO)N1C[C@H](C)[C@@H](CN(C)S(=O)(=O)c2ccc(Cl)cc2)Oc2c(NC(=O)Nc3ccc(F)cc3)cccc2C1=O	-5	8	-3	5	-10	0	-5	-3
Cn1c(O)c(/C=C2\C=Nc3ccccc32)sc1=Nc1ccc(C(=O)O)cc1	-14	-16	-4	2	0	2	1	30
O=C(Cc1cccnc1)N1CC(=O)N2[C@H](C1)[C@@H](c1ccc(C#CC3CCCC3)cc1)[C@@H]2CO	-9	-20	0	.	5	-2	-5	.
CS(=O)(=O)n1nc(-c2ccc(Cl)cc2)nc1N	-16	-8	5	.	0	3	2	-38
O=C(Nc1ccccc1F)N1CC(=O)N2[C@H](C1)[C@H](c1ccc(C#Cc3ccccc3)cc1)[C@@H]2CO	-1	-8	-4	.	-5	1	.	7
O=C(NN1C(=O)CSC1=S)C(=O)NN1C(=O)CSC1=S	8	25	-21	0	10	-1	2	-12
COc1ccc(-n2cnc3cc(C(=O)NCC4CCCO4)ccc32)cc1 (stereo not given)	.	12	-5	3	-5	-2	-1	3
Cc1ccc(C(=O)Nc2cccc(NC(=O)c3cccs3)c2)c(C)c1	-11	-6	2	1	14	-3	8	-7
CCNC(=O)COC(=O)C1CCN(S(=O)(=O)c2ccc3c(c2)OCCO3)CC1	-8	-10	-4	.	-5	3	2	-1
COCC(=O)N1CC[C@@H]2[C@@H](CO)N(C)c3ccc(-c4cccc(F)c4)cc3[C@@H]21	4	-10	-9	-2	1	.	-6	-14
COCCN1C(=O)N(c2cccc(OC)c2)C(=O)C1CC(=O)Nc1ccc(OC)cc1 (stereo not given)	0	17	5	-2	.	-1	-3	7
O=C(Nc1nccs1)c1ccc(NC(=O)C2CC=CCC2C(=O)O)cc1 (stereo not given)	4	19	50	.	7	-5	-5	-10
CCOc1ccc2c(c1)c1nnc(SCC(=O)NC3CC3)nc1n2C	-8	-3	6	-1	-10	2	-3	-5
CCOc1ccccc1N1CCN(CC(O)COCc2cccs2)CC1 (stereo not given)	-3	-4	3	1	2	1	-3	8
CCN(C(=O)CCN1C(=O)c2ccccc2S1(=O)=O)c1ccccc1	-7	2	6	5	-1	0	1	.
COCCN(C(=O)COC(=O)COc1ccc2c(c1)CCC2)c1c(N)n(Cc2ccccc2)c(=O)[nH]c1=O	-3	11	-3	.	2	4	6	-12
O=S(=O)(c1cccc(Cl)c1)N1CN(CC2CCCO2)c2nc3ccccc3nc21 (stereo not given)	-13	-16	-1	2	11	3	-3	-7
Cc1cccc(NC(=O)c2nc[nH]c2C(=O)NC2CCN(C(=O)OC(C)(C)C)CC2)c1	20	10	-3	6	-3	-2	2	12
CCn1nc(C(=O)OCC(=O)N(CCC#N)c2ccccc2)c2ccccc2c1=O	-2	-18	2	1	-3	2	-1	-1
CCOCCOC(=O)Cn1cnc2scc(-c3ccc(C)cc3)c2c1=O	21	37	-4	-14	-16	0	-1	14
CN(C)c1ccc(/C=C/c2cccc[n+]2[O-])cc1	-64	.	-2	-2	12	.	1	-84
Cc1cccc(OCCCC(=O)Nc2nc3ccccc3[nH]2)c1	2	23	-5	.	.	-3	9	13

The order is random; overall some 2.1% were active at least once.
